ASM inhibitor – human S-ASM enzyme inhibition. AID 504937. Potency, µM (doses to about 57.5 µM), inactives show at the highest dose activity change, negative = inhibition, hits mostly inhibitors. placental ASM, HMU-PC fluorogenic substrate, 60 min. P17405. 0.006% of 340,000 active; also: potency is read from the fitted curve at half-maximal effect
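Steps: dispense placental human ASM, pin compound, wait 10 min at room temperature, add HMU-PC0 substrate at 9 uM final, incubate 60 min at 37 °C, add stop solution raising pH to 10, read fluorescence.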
TSHR antag – antagonists of human thyroid stimulating hormone receptor. activity change, negative = inhibition, % at 11.5 µM. 0.2% of 330,000 active. TSHR-expressing cells, TSH-stimulated cAMP HTRF, 2 h; stronger effect = lower value. P16473;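 active = activity change below a set negative limit, meaning inhibition stronger than a set level, cut at about -70% in these data; inconclusive = activity change between two set negative limits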; also: % is scaled to controls: 0 for no effect and ±100 for the full control effect
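Freshly harvested TSHR cells receive pin-tooled compound, then EC80 TSH at 4nM final. After 2 hours at 37 deg C, antibody in lysis buffer and cAMP-d2 are added; 30 minutes at ambient temperature precede the HTRF read.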
Eya2 phos inh – inhibitors of human Eya2 phosphatase activity; 0.006% of 330,000 active; AID 488837; Potency, µM (doses to about 76.9 µM), inactives show at the highest dose activity, negative = inhibition, actives largely listed as inhibitors; recombinant Eya2, OMFP fluorescence dephosphorylation (OMFP is methylfluorescein phosphate); O00167; also: potency is read from the fitted curve at half-maximal effect; % is scaled to controls: 0 for no effect and ±100 for the full control effect
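Eya2 protein (added as 0.2 uM solution) was preincubated with compound for 10 min at ambient temperature in 50 mM HEPES pH 7.5, 50 mM NaCl, 5 uM MgCl2, 0.05% BSA, 1 mM DTT. OMFP (added at 50 uM) then reacted 10 min; fluorescence read at 485/525 nm.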
Chronic BCR inh – chronic active BCR signaling inhibition; Potency, µM (series often up to 46.1 µM), inactives show at the top dose ratio change, negative = lower green/red ratio, usual class: inhibitors; ABC-DLBCL IkBa-CBG/CBR reporter, luminescence ratio, 4 h; 0.05% of 340,000 active; active = well fitted inhibition curve with a large enough effect in the signal ratio, with a control signal flat, not every such curve was filed as active; inconclusive = small, poorly fitted or top-dose-only effect, or effect the other way, or a change in a side signal; the % refers to the signal ratio;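 also: potency is read from the fitted curve at half-maximal effect; plate controls were basal doxycycline-induced cells for no effect and cells given 10 µM MG132 for full effect; MG132 reads +100%, hits lower the ratio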
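TMD8 ABC-DLBCL cells carrying doxycycline-inducible green luciferase fused to IkappaBalpha plus unfused red luciferase were exposed to compounds (up to 46 uM) for 4 hrs at 37C. Activity came from the overlap-corrected green/red luminescence ratio.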
MBNL1 CUG block – blocks human MBNL1 binding to CUG repeat RNA; Q9NR56; TR-FRET MBNL1-His/biotin-(CUG)12 binding, 665/545 ratio; Potency, µM (doses to about 57.5 µM), inactives show at the highest dose activity change, negative = inhibition, hits mostly inhibitors; 0.036% of 280,000 active; AID 2675; active = well fitted inhibition curve with a large enough effect in the signal ratio, with a control signal flat, not every such curve was filed as active; inconclusive = small, poorly fitted or top-dose-only effect, or effect the other way, or a change in a side signal; inactive = no such curve, though single readings can be large or run the other way; the % refers to the signal ratio; also: potency is read from the fitted curve at half-maximal effect; % is scaled to controls: 0 for no effect and ±100 for the full control effect
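His-tagged MBNL1 binding to biotinylated (CUG)12 RNA was measured by TR-FRET using terbium anti-His antibody (0.055 ng/ul final) and streptavidin-XL665 (5 nM final). Compounds were titrated 92 nM to 58 uM; 60 min at room temperature.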
KCNH2 WT inh – KCNH2 (human, wildtype) channel inhibition. activity change, % at 1.84 µM. U2OS, BacMam KCNH2, thallium flux FluxOr; stronger effect = lower value. Q12809. 0.37% of 340,000 active;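 active = maximum activity change below -70%; inconclusive = maximum activity change between -70% and -50%; inactive = maximum activity change above -50%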; also: % is scaled to controls: 0 for no effect and ±100 for the full control effect
Target sequence (Q12809 whole entry, looked up): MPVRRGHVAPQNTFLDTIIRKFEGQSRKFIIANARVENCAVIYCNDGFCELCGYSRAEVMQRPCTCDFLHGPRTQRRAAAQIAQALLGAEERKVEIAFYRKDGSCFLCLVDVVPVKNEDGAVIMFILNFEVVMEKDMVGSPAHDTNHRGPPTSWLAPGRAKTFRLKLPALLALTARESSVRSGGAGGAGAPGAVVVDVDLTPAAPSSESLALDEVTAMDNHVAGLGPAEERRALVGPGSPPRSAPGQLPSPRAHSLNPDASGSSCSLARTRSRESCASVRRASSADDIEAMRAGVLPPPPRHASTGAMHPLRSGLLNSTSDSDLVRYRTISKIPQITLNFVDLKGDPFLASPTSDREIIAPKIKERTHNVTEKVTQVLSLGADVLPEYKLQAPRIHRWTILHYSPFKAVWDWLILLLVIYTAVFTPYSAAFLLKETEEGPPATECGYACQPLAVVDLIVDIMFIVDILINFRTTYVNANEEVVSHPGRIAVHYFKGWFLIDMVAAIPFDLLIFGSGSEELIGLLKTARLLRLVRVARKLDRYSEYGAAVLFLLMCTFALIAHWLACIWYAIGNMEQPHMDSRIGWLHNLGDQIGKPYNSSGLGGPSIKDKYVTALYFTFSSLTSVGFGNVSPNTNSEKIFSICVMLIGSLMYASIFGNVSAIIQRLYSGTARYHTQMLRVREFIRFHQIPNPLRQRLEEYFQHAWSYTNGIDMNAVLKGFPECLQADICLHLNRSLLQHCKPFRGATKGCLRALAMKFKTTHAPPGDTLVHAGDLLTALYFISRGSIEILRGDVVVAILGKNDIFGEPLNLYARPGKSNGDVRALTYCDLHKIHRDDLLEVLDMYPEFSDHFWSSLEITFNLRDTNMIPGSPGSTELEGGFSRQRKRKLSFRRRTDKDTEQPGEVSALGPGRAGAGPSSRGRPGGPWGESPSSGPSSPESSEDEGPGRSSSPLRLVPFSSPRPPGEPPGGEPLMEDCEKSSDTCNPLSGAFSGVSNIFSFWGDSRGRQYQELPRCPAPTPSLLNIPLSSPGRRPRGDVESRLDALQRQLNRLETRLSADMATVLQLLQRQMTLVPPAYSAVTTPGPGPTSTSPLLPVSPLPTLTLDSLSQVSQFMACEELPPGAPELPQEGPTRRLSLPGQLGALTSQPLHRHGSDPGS
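U2OS cells were transduced with wild-type KCNH2 virus (2.03 x 10^8 / mL) for 4 h at room temperature, then cultured overnight at 37 C. Thallium flux was read with FluxOr dye. Rate constants were normalized to DMSO controls.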
USP2a inh – USP2a (human) protease inhibition; Potency, µM (series often up to 38.3 µM), for inactives: at the highest dose activity change, negative = inhibition, hits mostly inhibitors; 0.01% of 330,000 active; AID 463254; USP2 core, Ub-CHOP2 coupled fluorogenic reporter, 485/531; O75604;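 also: potency is read from the fitted curve at half-maximal effect; plate controls were DMSO wells for no effect and full inhibition by NEM control for full effect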
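Deubiquitinase activity read as fluorescence (485/531 nm) after Ub-CHOP2 cleavage activates the enterokinase reporter on its substrate; USP2 core 10nM, Ub-CHOP2 and substrate 25nM each, 30min compound preincubation then 60min RT; data normalized to NEM, curves fitted.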
Menin MLL FP TR – menin-MLL binding inhibition, Texas Red mutant peptide; Menin + Texas Red MLL mutant peptide, fluorescence polarization; O00255; 0.23% of 270,000 active; Potency, µM (doses to about 61.6 µM), without a hit: at the highest dose FP activity change, negative = inhibition, actives largely listed as inhibitors; active = well fitted inhibition curve with a large enough effect in the polarisation, with a control signal flat, not every such curve was filed as active; inconclusive = small, poorly fitted or top-dose-only effect, or effect the other way, or a change in a side signal; inactive = no such curve, though single readings can be large or run the other way; the % refers to the polarisation; also: potency is read from the fitted curve at half-maximal effect; % of control where 0% means no effect; many of its hits are not listed in these tables
PKM2 activator – increases activity of human pyruvate kinase M2. P14618. purified PKM2, Kinase-Glo ATP luminescence, activation; response scale: 0% is enzyme alone, no compound. Potency, µM (doses to about 57.5 µM), without a hit: top-dose activation, most hits filed as activators. 0.34% of 260,000 active. AID 1631; also: potency is read from the fitted curve at half-maximal effect; % is scaled to controls: 0 for no effect and ±100 for the full control effect; nearly all actives have a fitted effect of over 55% in size
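Purified hPK-M2 (>95%) run at intermediate activity with 0.1 mM ADP and 0.5 mM PEP in 50 mM imidazole pH 7.2, KCl, MgCl2; 1 h room temperature. ATP formed read by Kinase-Glo luminescence; normalized to uninhibited and no-enzyme controls.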
GALK inhibitor – inhibitors of human galactokinase. P51570. Purified GALK, Kinase-Glo residual ATP luminescence. Potency, µM (titrated, usually from 57.5 µM), inactives show at the top dose activity change, negative = inhibition, actives largely listed as inhibitors. 0.007% of 270,000 active; also: potency is read from the fitted curve at half-maximal effect; % is scaled to controls: 0 for no effect and ±100 for the full control effect
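5 nM enzyme, 35 uM ATP, 100 uM galactose, 20 mM HEPES pH8.0, 5 mM MgCl2; 1 h RT; residual ATP by Kinase-Glo Plus luminescence, qHTS format.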
Mito fusion yeast – blocks mitochondrial division or promotes mitochondrial fusion; S. cerevisiae fusion-defective mutant growth rescue, CellTiterGlo 48 h; Potency, µM (doses to about 46.1 µM), for the others: at the top dose growth rescue (activation), actives largely listed as activators; 0.23% of 320,000 active; AID 485298;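 also: potency is read from the fitted curve at half-maximal effect; % of control where 0% means no effect; nearly all actives have a fitted effect of over 45% in size; temperature-sensitive fusion mutants such as fzo1-1 at 37 °C on non-fermentable ethanol glycerol medium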
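Yeast fusion mutant, YPEG (non-fermentable carbon), compound, 48 h at 37C non-permissive; CellTiterGlo added, 10 min RT, luminescence read. Rescued growth = division inhibition.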
* hit, by the source's call; u = inconclusive; x = not tested or not shown; [ ] = remark or other dose. Unless noted, calls follow the shape of the dose curve; as a rule, active = well fitted curve in the direction sought with a large enough effect; inconclusive = small, poorly fitted or top-dose-only effect, or another doubt; inactive = no such curve, though single readings can be large; an effect the other way counts as inactive or inconclusive. These rows are one share of the data; rates above refer to the full screens.

SMILES | ASM inhibitor | TSHR antag | Eya2 phos inh | Chronic BCR inh | MBNL1 CUG block | KCNH2 WT inh | USP2a inh | Menin MLL FP TR | PKM2 activator | GALK inhibitor | Mito fusion yeast
CC(=O)Nc1ccc(NC(=O)COC(=O)[C@@H]2CCCN2C(=O)c2cccs2)cc1 | -4% | -4 | -8% | u | x | 1 | 2% | x | x | x | x
CCc1c(C)sc(NC(=O)c2ccoc2C)c1C(N)=O | 1% | -6 | -1% | -10% | 46%[activator] | -3 | 1% | x | -45% | -2% | 5%
COc1ccc(/C=N/N=C/c2ccc(OC)c(OC)c2)cc1OC | 0% | 3 | 7% | 0% | 0% | 4 | 0% | -1% | -5% | -2% | -5%
COc1ccccc1OCc1ccc(C(=O)N2CCN3CCCC3C2)cc1 (stereo unspecified) | 0% | -2 | 7% | 1% | 6% | 1 | 3% | u | -3% | -1% | -4%
COc1cccc(/C=N\NC(=O)c2ccc(C)nc2)c1 | 2% | 7 | 10% | u | 7% | -13 | -1% | -12% | -6% | -7% | -1%
Cc1ccc(S(=O)(=O)CCC(=O)N2CCN(c3ccccc3O)CC2)cc1 | -5% | 22 | 6% | 1% | x | 1 | 1% | x | x | x | x
c1ccc(CN2CCN(Cc3c[nH]c4ccccc34)CC2)cc1 | -1% | 2 | 2% | -2% | -16% | 13 | 4% | -16% | x | 0% | -14%
O=C(Nc1ccc(F)cc1)OCCOc1ccc([N+](=O)[O-])cc1 | -4% | 2 | u | 12% | 1% | 1 | 8% | -27% | -4% | -5% | 5%
Cc1c(C#N)c(N=CN(C)C)c(C(=O)c2ccc(Br)cc2)n1-c1ccccc1 | -4% | -1 | 14% | u | 11% | 26 | 1% | -11% | 12% | 2% | 6%
Cc1ccccc1NS(=O)(=O)c1ccc2c(c1)n(C)c(=O)n2C | 2% | -4 | 4% | -13% | -10% | u | 0% | 8% | 2.5µM* | -2% | 4%
Cc1ccc(N(CC(=O)N/N=C/c2ccc(OCC(N)=O)cc2)S(C)(=O)=O)cc1Cl | -4% | 4 | 0% | -8% | -10% | -3 | 0% | 13% | 1% | 4% | -9%
O=C(CN1CCN(CC(=O)Nc2ccc(Cl)cc2)CC1)Nc1ccc(F)cc1 | 2% | 1 | 1% | 6% | 2% | -137* | 0% | 8% | x | 0% | 6%
Cc1ccccc1NCc1ccc(O)c2ncccc12 | 6% | -9 | -9% | -11% | 18% | -8 | 4% | 6% | -1% | -2% | -1%
O=C(NCc1csc(-c2cccs2)n1)C1CC1 | -2% | 1 | 15% | 16% | u | -2 | 0% | x | -34% | x | 2%
CC(C)CC(COCc1ccc(Cl)cc1)N1CCN(C(=O)c2ccc(Cl)cc2Cl)CCC1=O (stereo unspecified) | -2% | 15 | -3% | u | -23% | 25 | -6% | -17% | -15% | x | 15%
COc1ccc(CCNS(=O)(=O)c2ccc(Br)cc2)cc1OC | -8% | -18 | -2% | -7% | -1% | 0 | 0% | -15% | 9% | 2% | 1%
COc1ccc(Cl)cc1S(=O)(=O)Nc1ccc2c(c1)n(C)c(=O)n2C | -3% | 13 | 0% | 3% | -3% | 0 | 3% | 3% | 8% | 2% | 8%
CC1CCN(S(=O)(=O)c2ccc(C(=O)N3CCCC3C(=O)O)cc2)CC1 (stereo unspecified) | -3% | -5 | -7% | 0% | x | -4 | -2% | x | x | x | 4%
CS(=O)(=O)c1ccc2nc(NC(=O)c3ccc(NS(=O)(=O)c4cccc([N+](=O)[O-])c4)cc3)sc2c1 | -10% | -14 | u | u | -6% | 1 | 0% | x | -1% | 1% | 2%
CCCc1cc(CN(C)C(=O)CC2C(=O)NCCN2Cc2ccccc2C)[nH]n1 (stereo unspecified) | 30% | 3 | 20% | -6% | 0% | -9 | 1% | x | 7% | -7% | -2%
COc1cc(C2C(S(=O)(=O)c3ccccc3)CON2C)ccc1OCc1ccc(F)cc1 (stereo unspecified) | -1% | 1 | 9% | -1% | -2% | -9 | 0% | -2% | 3% | -2% | 3%
O=C(NCc1cccnc1)Nc1cccc(C(F)(F)F)c1 | -2% | -1 | 7% | 1% | -10% | -6 | -1% | -2% | 5% | -3% | 0%
CCn1c(COc2ccc(C)cc2)nnc1SCC(=O)Nc1ccc2c(c1)OCCO2 | -7% | 0 | 4% | 0% | -11% | -1 | u | 2% | -4% | 0% | -6%
COc1cccc(/C=N/n2cnc3c(cnn3-c3ccccc3)c2=O)c1 | -7% | 3 | -8% | u | 10% | 4 | -2% | x | 0% | 1% | 0%
CCOC(=O)c1ccc(Nc2nc(N3CCOCC3)nc(N3CCOCC3)n2)cc1 | -2% | 9 | 13% | -3% | -4% | -4 | 0% | 2% | x | 3% | 1%
Cc1ccccc1-c1noc(-c2cccs2)n1 | -3% | 2 | -2% | u | 1% | 19 | 3% | 24% | -15% | -2% | 2%
CC(=O)NC(NC(=S)Nc1c(C)n(C)n(-c2ccccc2)c1=O)C(Cl)(Cl)Cl (stereo unspecified) | 3% | 6 | 5% | -5% | -3% | -8 | 1% | 9% | 2% | -7% | -6%
CC(C)n1cnc2cc(NCc3ccccn3)ccc21 | -1% | 27 | -12% | u | u | -19 | 0% | x | -18% | -2% | 6%
COCCN(C(=S)Nc1cc(C)cc(C)c1)C(C)c1cccs1 (stereo unspecified) | 6% | 13 | -20% | 11% | -9% | 8 | 3% | 10% | 2% | -1% | -8%
CN1CN=C(NS(=O)(=O)c2ccc([N+](=O)[O-])cc2)NC1 | 0% | 26 | 4% | -2% | 2% | 2 | 2% | x | 7% | -8% | -1%
O=C(CSCc1cc(=O)n2nc(C3CC3)sc2n1)Nc1ccccc1Cl | 4% | 2 | 8% | 3% | -1% | 1 | 3% | x | x | -3% | 0%
CC1(C)CC(CC(=O)Nc2ccccc2[N+](=O)[O-])C(=O)O1 (stereo unspecified) | 1% | 8 | 3% | 4% | u | -2 | 0% | 13% | 6% | 1% | -2%
Cc1cc(OCC(=O)Nc2cccnc2)c2c(C)cc(=O)oc2c1 | -3% | 4 | -4% | -5% | -5% | -32 | 1% | x | x | 3% | -1%
COc1ccc(CC(=O)Nc2ccc(S(=O)(=O)Nc3cc(C)on3)cc2)cc1OC | -2% | 14 | 12% | 1% | -4% | -13 | -2% | -2% | 3% | -1% | -2%
O=C(CN1CCN(CC(=O)Nc2ccccc2C(F)(F)F)CC1)Nc1ccccc1F | -2% | 3 | -7% | -13% | -7% | -5 | -3% | -5% | -1% | 1% | -7%
Cc1ccnc(NC(=O)c2cccc(S(=O)(=O)N3CCN(c4ccccc4)CC3)c2)c1 | -5% | 0 | 29% | 7% | x | 4 | -6% | x | x | x | 23%
CCC(NC(=O)CNC(=O)CNC(=O)c1ccc(Cl)cc1Cl)c1ccc(C)cc1 (stereo unspecified) | -3% | -3 | 3% | -2% | -4% | 3 | -3% | 2% | 0% | 4% | -1%
COc1cc(C(=O)N2CCN(C(=O)c3ccccc3)CC2)cc(OC)c1OC | 5% | 7 | 24% | -3% | 2% | -3 | 0% | -28% | -12% | -1% | -1%
COc1ccc(OC)c(CCNC(=O)C(C)n2nc(C)c3c(C)n(-c4ccccc4)nc3c2=O)c1 (stereo unspecified) | 6% | 1 | -1% | 1% | -3% | 46 | 6% | x | x | -8% | -2%
CCOC(=O)N1CCN(C(=O)C2CCN(S(=O)(=O)CC)CC2)CC1 | 8% | 1 | 6% | -1% | -3% | -17 | -1% | -14% | -10% | 0% | 0%
COc1ccc2nc(C)c(C(=O)OCCN(C)C)cc2c1 | x | 4 | -8% | 4% | 21% | x | -1% | -11% | -1% | 3% | 3%
COc1ccc2c(c1)C(=O)CC(c1ccc3c(c1)OCCO3)O2 (stereo unspecified) | 51%[activator] | -10 | -5% | u | 13% | -5 | -5% | -1% | x | 0% | -25%
COc1ccc(NC(=O)N2CCCC2C(=O)NCc2ccccc2Cl)cc1 (stereo unspecified) | 1% | 15 | -3% | -7% | 2% | -3 | 1% | 2% | -5% | 0% | 0%

Screens as filed in PubChem.
